QS inhibitor = S. aureus quorum sensing inhibition; S. aureus RN6390 RNAIII-GFP reporter, AIP-induced, flow cytometry 3 h; inhibition, % at 2 µM; actives 0.3% (n = 24,000); AID 527;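 active = share of bacteria positive for the green fluorescent reporter and its mean brightness both inhibited by 50% or more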;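 note: 0% = AIP-stimulated control and 100% = unstimulated bacteria without AIP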
QS inhibitor GFP MFI % = second read-out of QS inhibitor, no call of its own (marks repeat the call); inhibition, %; measured here: inhibition of GFP MFI
The depositor's hits bear a star. This is a subset; rates above refer to the full screens.

Results follow in this order: QS inhibitor	QS inhibitor GFP MFI %
CCc1ccc2[nH]c(=O)c(CN(CCN(C)C)C(=O)Nc3ccccc3)cc2c1
→ -1	-3
C1CCN=C(Nc2nc3c(s2)CCCC3)CC1
→ -2	5
CC(=O)CCc1c(C)[nH]c2ccccc2c1=O
→ 0	6
COc1ccc(N2CCN(Cc3nc4c(c(=O)[nH]c(=O)n4C)n3CCCc3ccccc3)CC2)cc1
→ 13	15
CCCOC1(NC(=O)c2ccccc2)C(C)=CC(=O)C=C1C
→ -2	2
CCOc1cc2[nH]c(=S)n(CCCCC(=O)NCc3ccco3)c(=O)c2cc1OCC
→ 2	-8
CCC(C)Nc1nc2c(c(=O)n(C)c(=O)n2C)n1Cc1ccc(F)cc1 (stereo not drawn)
→ 0	-2
Cc1nnc(SCC(=O)Nc2ccc3c(c2)COC3=O)n1-c1ccccc1
→ 6	9
Cc1cc(NC(=O)C2=C(O)c3ccccc3S(=O)(=O)N2C)no1
→ -1	0
CC(=O)N1CCN=C1SCc1ccccc1
→ -4	-12
CCOCCCNC(=O)CN1C(=O)C(CC)Oc2ccccc21 (stereo not drawn)
→ -4	-11
COC(=O)CSc1nnc(-c2cccs2)n1-c1ccc(Cl)cc1
→ 0	3
CN1CCc2c(sc3c2c(=O)n(-c2ccccc2)c2nnc(SCc4ccc(F)cc4)n32)C1
→ 2	14
Cc1c(NC(=O)c2nn(C)c(=O)c3ccccc23)c(=O)n(-c2ccccc2)n1C
→ -2	1
O=C(CCN1C(=O)c2ccncc2C1=O)Nc1ccc2c(c1)OCCO2
→ -8	-10
COc1ccc(NC(=O)c2c(SC)nsc2SC)cc1
→ 67*	74*
CCc1cn([C@H]2C[C@H](O)[C@@H](CO)O2)c(=O)[nH]c1=O
→ 1	8
CC(C)OC(=O)CSc1nnc(-c2ccco2)n1N
→ 0	26
Cc1ccc(S(=O)(=O)NC(C)C(c2cccs2)N2CCN(C)CC2)cc1 (stereo not drawn)
→ -1	0
CCCC(NC(=O)c1ccccc1)c1nc2ccccc2n1Cc1ccc(C(=O)OC)o1 (stereo not drawn)
→ 0	16
O=C(NC1CCCCC1)C1CCN(S(=O)(=O)c2cccc3cccnc23)CC1
→ 0	-4
CC(C)CCn1c(SCC#N)nc2c(sc3ccccc32)c1=O
→ 1	4
Cc1nccc2[nH]c(=O)c(C(=O)NCCCN(C)C3CCCCC3)cc12
→ 9	13
CC1CCCCN1C(=O)Cn1c(=O)n(CCC(=O)NCc2ccco2)c(=O)c2sccc21 (stereo not drawn)
→ 2	5
CCOC(=O)CN1CC23C=CC(O2)C(C(=O)N2CCN(c4ccc(F)cc4)CC2)C3C1=O (stereo not drawn)
→ 1	3
O=C(O)CCN(CCC(=O)O)S(=O)(=O)c1ccccc1
→ -2	0
CC1=C(C(=O)OCCOC(C)C)C(c2cc3c(cc2Br)OCO3)C2=C(CCCC2=O)N1 (stereo not drawn)
→ -2	-10
Cc1ccc(CS(=O)(=O)CCC(=O)NCc2ccccn2)cc1
→ 2	6
CCOc1ccc(NC(=O)CN2CCN(CC(=O)Nc3ccc4c(c3)OCCO4)CC2)cc1
→ 0	5
CCOC(=O)N1CCN(C(=O)c2ccc3c(=O)n(Cc4ccccc4)c(=S)[nH]c3c2)CC1
→ -2	-10
COc1cc2c(cc1O)C(SC)=NC(C)(C)C2
→ -1	2
CC(=O)Nc1ccc(S(=O)(=O)N(C2=NCC(C)S2)c2ccccc2)cc1 (stereo not drawn)
→ 2	16
Cc1ccc2[nH]c3c(=O)n(CCCN4CCN(C)CC4)cnc3c2c1
→ -1	1
Cc1nc(SCC(=O)CC(=O)OC(C)C)c(C#N)c(C)c1C
→ 0	-2
CC(C)CCNC(=O)NC(=O)CSc1nnc(-c2ccccc2Br)o1
→ 5	11
COc1ccc(-c2nnc3ccc(SCC(N)=O)nn23)cc1OC
→ 6	20
O=c1oc2ccccc2n1CCn1c2ccccc2c2nc3ccccc3nc21
→ 0	5
Cc1ccc(NC(=O)CN(C)S(=O)(=O)c2cccs2)cc1F
→ 19	25
COc1cc(C2=NOC(C(=O)Nc3ccc(C(C)=O)cc3)C2)cc(OC)c1OC (stereo not drawn)
→ 1	6
COc1ccc2c(c1)C(=O)N(c1ccccc1OC)C(=O)C2
→ -1	-6

Profiles, quoted from the list.
`COc1ccc(-c2nnc3ccc(SCC(N)=O)nn23)cc1OC` is listed with QS inhibitor: 6; QS inhibitor GFP MFI %: 20
`CC1=C(C(=O)OCCOC(C)C)C(c2cc3c(cc2Br)OCO3)C2=C(CCCC2=O)N1` (stereo not drawn) is listed with QS inhibitor: -2; QS inhibitor GFP MFI %: -10
`Cc1nc(SCC(=O)CC(=O)OC(C)C)c(C#N)c(C)c1C` is listed with QS inhibitor: 0; QS inhibitor GFP MFI %: -2

Continued:
Results follow in this order: QS inhibitor	QS inhibitor GFP MFI %
COc1ccc(N2C(=O)CCC(C(=O)N(C)C3CCCCC3)C2c2ccc(OC)c(OC)c2)cc1 (stereo not drawn)
→ -2	-14
Cc1nc2nc(-c3cccnc3)nn2c(C)c1Cl
→ -2	-14
CCc1nc(N)c(C#N)c(-c2ccc(OC)c(OC)c2)c1C
→ 2	10
CC(C)Oc1cc2oc(=O)c3c(c2cc1Cl)CCC3
→ 1	8
Nc1nc2sc3c(c2c(=O)s1)CCCC3
→ -1	-6
Cc1cccc(C)c1NS(=O)(=O)c1c(C)[nH]c(=O)[nH]c1=O
→ 0	6
Oc1c(CN2CCCCC2)cc(COCc2ccccc2)c2cccnc12
→ 12	19
C/C=C(/C(=C/C)c1ccc(O)cc1)c1ccc(O)cc1
→ -13	-22
CC(C)CCNC(=O)C1CCN(C(=O)N(C)C)CC1
→ 0	53
Cc1c(C(=O)NCC2CCCO2)oc2ccc(S(=O)(=O)N3CCCCC3)cc12 (stereo not drawn)
→ 2	9
Cn1c(C(=O)NCCN2CCCCCC2)cc2c(=O)n(C)c3ccccc3c21
→ 0	-12
CCOC(=O)C1CCCN(CC(=O)NC2CC2)C1 (stereo not drawn)
→ -1	-21
Cc1cc(C)c2nc(N)sc2c1
→ 0	-19
COc1ccc(Cn2nnnc2C(c2cccnc2)N2CCN(c3ccc(O)cc3)CC2)cc1 (stereo not drawn)
→ 1	9
CCc1ccccc1N(CC)C(=O)c1cn(C)c(=O)c2cc(OC)c(OC)cc12
→ -2	-4
c1ccc2c(c1)nc(N1CCN(C3CCCCC3)CC1)c1nnnn12
→ -1	-9
Cc1ccc(CCN2CC(C(=O)NCCCN3CCCCCC3)CC2=O)cc1 (stereo not drawn)
→ 1	11
Cc1nn(C)c(C)c1S(=O)(=O)N1CCC(C(=O)NC2CCCc3ccccc32)CC1 (stereo not drawn)
→ 1	0
C=CCn1c(=O)n(CCOC)c(=O)c2sc3ccccc3c21
→ 0	10
O=C(NCC12CC3CC(CC(C3)C1)C2)c1nn2c(c1Cl)NC(c1ccco1)CC2C(F)(F)F (stereo not drawn)
→ 2	-5

Additional records follow:
Structure | QS inhibitor | QS inhibitor GFP MFI %
CC(C(=O)NCCC1=CCCCC1)N1C(=O)c2ccccc2C1=O (stereo not drawn) | -1 | -7
O=C(CS(=O)CC(=O)Nc1cccc2c1CCCC2)Nc1ccc(F)cc1 (stereo not drawn) | 0 | 6
CCN(CC)CCNC(=O)c1ccc(NC(C)=O)cc1 | -1 | 0
O=C(CCc1nc(-c2ccccc2F)no1)NCCc1ccccc1Cl | 0 | 18
CCOC(=O)CSc1nnc(CNC(=O)c2ccco2)n1C | -6 | -26
CCc1nc(C)ccc1OCC(=O)O | 1 | -1
Cn1c(=O)n(CC(=O)NC2CCCCC2)c(=O)c2ccccc21 | -8 | -19
Cc1ccc2c(c1)NC(=O)C(CC(=O)NCCCN1CCCCC1C)O2 (stereo not drawn) | 3 | 23
COCCNc1cc(C)nc2c(-c3ccccc3OC)c(C)nn12 | -1 | -1
Cc1nc(CNS(=O)(=O)c2cccnc2)cs1 | -8 | -23
COc1cccc(C=Nc2cccnc2)c1O | -3 | -21
Cc1csc(SCCn2c(N3CCOCC3)nc3c2c(=O)[nH]c(=O)n3C)n1 | 0 | 6
COc1cccc(C2=NOC(C(=O)N3CCc4ccccc4C3)C2)c1 (stereo not drawn) | -5 | -13
Cc1ccc(Cn2nnc(C(=O)Nc3cc(C)ccc3C)c2N)cc1 | -2 | -2
CC(=O)N1C(=O)C2(C(C#N)=C(N)Oc3cc(C)oc(=O)c32)c2ccccc21 (stereo not drawn) | 1 | 7
CCN(CC)S(=O)(=O)c1ccc(C(=O)Nc2c3c(nn2C(C)(C)C)CS(=O)(=O)C3)cc1 | 1 | -15

Looked up by compound from the list above, four records:
Structure | QS inhibitor | QS inhibitor GFP MFI %
Cc1nc(CNS(=O)(=O)c2cccnc2)cs1 | -8 | -23
Cc1ccc(Cn2nnc(C(=O)Nc3cc(C)ccc3C)c2N)cc1 | -2 | -2
COc1cccc(C2=NOC(C(=O)N3CCc4ccccc4C3)C2)c1 (stereo not drawn) | -5 | -13
COCCNc1cc(C)nc2c(-c3ccccc3OC)c(C)nn12 | -1 | -1

New compounds follow
Structure | QS inhibitor | QS inhibitor GFP MFI %
COc1cccc2cc(C(=O)N3CCC(C)CC3)c(=O)oc12 | 5 | 14
COc1ccc(NC(=O)CSc2nnc(Cc3cccn3C)n2-c2ccc(F)cc2)cc1OC | 2 | 10
CCOc1ccc2nc(NC(=O)C3CCCN(S(=O)(=O)c4cccs4)C3)sc2c1 (stereo not drawn) | -3 | -9
Cc1ccc(Cl)cc1N1CCN(C(=O)C2CCC(=O)N2C(C)C)CC1 (stereo not drawn) | 1 | 12
CCCNC(=O)Cn1cccc1C(=O)c1ccccc1 | 0 | 13
COc1ccc(CNC(=O)C2CCN(S(=O)(=O)c3c(C)n[nH]c3C)CC2)cc1 | -3 | -5
NC(=O)c1ccc(C2SCC(=O)N2Cc2ccccc2)cc1 (stereo not drawn) | 2 | 5
COc1ccc(C(=O)C(CO)Oc2ccccc2OC)cc1OC (stereo not drawn) | 5 | 12
CCCCNC(=O)C1C2C=CC3(CN(Cc4ccccc4Cl)C(=O)C13)O2 (stereo not drawn) | 1 | 21
CCCCc1oc2ccccc2c1C(=O)c1cc(I)c(OCCN(CC)CC)c(I)c1 | 0 | 9
CC1(C)S[C@@H]2[C@H](NC(=O)Cc3ccccc3)C(=O)N2[C@H]1C(=O)O | -2 | -8
Cc1ccc(NC(=O)CCc2c(C)nc3ncnn3c2C)cc1 | -6 | -15
COc1ccc(CNC(=O)C2C3C=CC4(CN(Cc5cccnc5)C(=O)C24)O3)cc1 (stereo not drawn) | 7 | 18
CCOC(=O)Cn1cnc2c(nnn2-c2ccc(OC)cc2)c1=O | -8 | -42
CC(C)Cc1cc(C(=O)N2CCN(c3ccc(F)cc3)CC2)no1 | 0 | -5
CC(C)(C)OC(=O)N1CCCC1C(=O)N1CCc2ccccc21 (stereo not drawn) | 1 | -2
O=C(CN1CCN(Cc2ccc3c(c2)OCO3)CC1)N1CCc2[nH]c3ccc(F)cc3c2C1 | -1 | -8
c1ccc(-c2noc(C3CCCCC3)n2)nc1 | -1 | -1
COc1cccc(C2CC(c3ccccc3Cl)n3ncnc3N2)c1 (stereo not drawn) | -2 | -4
CCc1cccc(NC(=O)CCc2nc(-c3cccs3)no2)c1 | 4 | 24
COc1cccc(-c2nnc(NC(=O)c3ccc(S(=O)(=O)N4CC(C)OC(C)C4)cc3)o2)c1 (stereo not drawn) | 6 | 14
COc1cccc(-c2nn(C)c3sc(C(=O)NCc4ccccn4)cc23)c1 | 0 | 18
COc1ccc(C2C(C(=O)N3CCOCC3)CCC(=O)N2c2cc(OC)c(OC)c(OC)c2)cc1 (stereo not drawn) | -7 | -32
CC(C)C(NS(=O)(=O)c1cccs1)C(=O)NCCN1CCN(c2ccccc2)CC1 (stereo not drawn) | 4 | 24
COC(=O)c1cc(=O)nc2sc(-c3cccs3)nn12 | 0 | 2
Cc1cc(C)cc(NC(=O)CSc2nnc(Cn3c(=O)sc4ccccc43)n2C)c1 | 0 | -20
CCc1ccc(C=NC23CN4CN(CN(C4)C2)C3)s1 | 0 | 1
COc1ccc(NC(=O)c2cc(-c3ccccc3OC)on2)cc1 | 3 | 10
O=C(Cn1c(NCCO)nc2ccccc21)c1ccccc1 | 0 | 11
Cn1nnnc1SCC(=O)NC1CCCCC1 | 0 | 8
COc1ccc2c(c1OC)C(=O)O[C@@H]2[C@H]1c2c(cc3c(c2OC)OCO3)CCN1C | -5 | -8
Cc1noc(C)c1S(=O)(=O)N1CCCC(C(=O)N2CCc3ccccc3C2)C1 (stereo not drawn) | -1 | -9
CCOC(=O)N1CCN(C(=O)c2cc(C)no2)CC1 | 6 | 22
O=C1CC(N2CCN(c3ccccc3F)CC2)C(=O)N1c1ccc2c(c1)OCCO2 (stereo not drawn) | 0 | 8
CC(C)(C)c1[nH]nc2c1C(c1ccccc1OC(=O)N1CCOCC1)C(C#N)=C(N)O2 (stereo not drawn) | 3 | 6
Cc1nn(C)c(C)c1S(=O)(=O)N1CCCC(C(=O)NC2CCCCCC2)C1 (stereo not drawn) | 2 | 75
CC(=O)c1cccc(NC(=O)Nc2cccs2)c1 | -1 | -28
CSc1nccn1CC(=O)Nc1ccc(F)cc1 | 9 | 13
CCCCC(=O)NCCc1cc2c(OC)ccc(OC)c2[nH]c1=O | -1 | -11
CCOc1ccc(S(=O)(=O)N2CCN(c3ccc(C)cc3C)CC2)cc1 | 1 | -8
COC(=O)CCC(=O)c1oc2ccccc2c1NC(=O)CCCN1C(=O)c2ccccc2C1=O | 3 | 19
C/C=C/c1ccc(OCCn2cncn2)c(OC)c1 | -2 | -4
COc1ccc(Oc2nc(Oc3ccc(OC)cc3)nc(Oc3ccc(OC)cc3)n2)cc1 | -1 | 5
COc1ccc(OC)c(NC(=O)c2nnn(Cc3ccc(Br)cc3F)c2N)c1 | 1 | 7
CCOc1ccc(NC(=O)C(CC)NC(=O)c2ccccc2CO)cc1 (stereo not drawn) | -1 | 10
CCOc1cc(N2CCOCC2)c(OCC)cc1NC(=O)CSc1cccc[n+]1[O-] | -4 | -10
O=S(=O)(NCC1CCCO1)c1cccc(C(F)(F)F)c1 (stereo not drawn) | 2 | 4
COc1cc(C(=O)N2CCN(c3cccc(C)c3C)CC2)cc(OC)c1OC | -3 | -2

Screening results from PubChem.
